# S1P4 agonist = S1P4 receptor agonists, primary screen, cell-based | actives 0.35% (n = 220,000) | Sphingosine 1-phosphate receptor 4 (Homo sapiens), O95977 | activation, % at 4.98 µM | S1P4-expressing cell line, agonist reporter assay; in the data active = activation above about 11%;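 also: 0% = DMSO vehicle and 100% = reference agonist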
# RBBP9 inhibitor = human RBBP9 inhibitors, primary screen, biochemical, fluorescence polarization, FP-Rh probe, HTS; recombinant RBBP9; inhibition, % at 7.94 µM; actives 0.2% (n = 220,000);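 active = inhibition above the campaign mean of all tested compounds plus 3 SD, cut at about 14% in these data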;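 also: plate controls were DMSO wells with RBBP9 for no effect and wells lacking RBBP9 protein for full effect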
# Target sequence (O75884 whole entry, looked up): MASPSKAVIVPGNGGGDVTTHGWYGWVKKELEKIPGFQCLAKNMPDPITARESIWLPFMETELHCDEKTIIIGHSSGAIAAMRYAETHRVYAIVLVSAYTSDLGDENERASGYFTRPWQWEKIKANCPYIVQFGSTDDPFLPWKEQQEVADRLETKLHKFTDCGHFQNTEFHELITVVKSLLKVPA
#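 Measured by: FP readout at 525/598 nm; material: recombinant human RBBP9; also added: Serine-hydrolase probe FP-Rh, 375 nM pre-mixing; medium: Tris buffer pH 8.0, NaCl, Pluronic; replication: one well per compound; doses: one concentration, 7.94 µM nominal, 0.794% DMSO; timing: preincubation 30 min plus labeling 45 min at 25 °C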
# Runt-CBFb FRET = inhibitors of RUNX1 Runt–CBFb binding, primary screen, biochemical, FRET, Cerulean-Runt, Venus-CBFb, uHTS | Runt-related transcription factor 1 (Homo sapiens) + Core-binding factor subunit beta … | Cerulean-Runt/Venus-CBFb FRET ratio 530/480, 1 h | inhibition, % at 20 µM | actives 0.46% (n = 220,000) | AID 1496, 2009;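 active = inhibition over about 50% at 20 µM in the single-dose screen, limit read from the data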;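 also: 0% = DMSO wells and 100% = excess unlabeled CBFb competitor control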
#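 Schedule: protein complex preformed 1 h, compound exposure 1 h, room temperature, dark; test system: Cerulean-labeled Runt domain protein; amount: 100 nM per protein; buffer or medium: Tris 50 mM pH 7.5, KCl, K2SO4, 0.01% BSA; read-out: loss of energy transfer signal; detection: FRET fluorescence; controls: 5 µM unlabeled CBFb as full-inhibition high control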
# NPY Y1 blocker = NPY-Y1 receptor antagonists, primary screen, cell-based; inhibition, % at 3.6 µM; actives 1% (n = 200,000); Neuropeptide Y receptor type 1 (Homo sapiens), P25929; HEK293-CNG Y1 cells, membrane potential fluorescence; NPY at EC95, then isoproterenol;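 active = inhibition above the campaign mean inhibition of all tested compounds plus 3 SD, cut at about 20% in these data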;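 also: 0% = DMSO wells given NPY plus isoproterenol and 100% = isoproterenol alone without NPY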
#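 Material: HEK293 Y1/CNG channel cell line; also added: NPY (25 nM), isoproterenol (1 µM), Ro 20-1724 (25 µM); doses: one concentration, 3.6 µM, in 0.4% DMSO; schedule: compound incubation 1 h at room temperature, readout 45 min post-stimulation; technique: membrane potential fluorescence; measure: fluorescence ratio normalized to % inhibition between controls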
# Ba/F3 V617F tox = reduced viability of JAK2V617F-dependent Ba/F3 cells, primary screen, JAK2V617F inhibitor project, cell-based, Ba/F3 EpoR-JAK2V617F, luminescence; inhibition, % at 5.6 µM; actives 1.1% (n = 220,000); ATP luminescence;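 active = inhibition above the campaign mean plus 3 SD over all tested compounds, cut at about 24% in these data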;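 also: cytokine-independent growth of Ba/F3 cells driven by EpoR plus mutant JAK2; 0% = DMSO-treated cells and 100% = JAK inhibitor I control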
# NPY2 pot ag = NPY-Y2 potentiators or agonists, primary screen, cell-based; Neuropeptide Y receptor type 2 (Homo sapiens), P49146; cells expressing NPY-Y2, potentiator/agonist read-out; activation, % at 3.6 µM; actives 0.45% (n = 220,000); AID 1359, 2008; in the data active = activation above about 27%;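 also: cells stimulated with NPY near EC25 plus isoproterenol at EC100; 0% = vehicle plus submaximal agonist and 100% = vehicle plus saturating agonist; some results beyond the cut were filed as inactive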
# Target sequence (P49146 whole entry, looked up): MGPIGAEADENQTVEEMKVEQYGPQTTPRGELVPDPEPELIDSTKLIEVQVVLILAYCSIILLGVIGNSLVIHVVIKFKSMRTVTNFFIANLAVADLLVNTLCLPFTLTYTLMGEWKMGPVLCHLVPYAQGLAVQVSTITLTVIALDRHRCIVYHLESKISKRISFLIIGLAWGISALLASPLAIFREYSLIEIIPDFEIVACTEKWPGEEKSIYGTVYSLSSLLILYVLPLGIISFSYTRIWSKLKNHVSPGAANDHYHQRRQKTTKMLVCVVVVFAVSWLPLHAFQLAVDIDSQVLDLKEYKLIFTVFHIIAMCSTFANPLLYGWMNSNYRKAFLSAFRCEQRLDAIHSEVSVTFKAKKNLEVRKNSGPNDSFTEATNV
# BaF3 tox = parental Ba/F3 cell viability inhibition, counter-screen for JAK2V617F inhibitor project, murine pro-B, CellTiter-Glo luminescence. CellTiter-Glo ATP luminescence. inhibition, % at 5.6 µM. actives 1.1% (n = 220,000). AID 1486, 2009;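 active = inhibition above a per-campaign cutoff, the mean inhibition of all tested compounds plus 3 SD, cut at about 27% in these data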;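 also: 0% = DMSO wells and 100% = JAK Inhibitor I control wells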
# NPY1 pot ag = NPY-Y1 receptor potentiators or agonists, primary screen, cell-based. NPY-Y1 expressing cells, potentiator/agonist activation. actives 0.37% (n = 220,000). AID 1304, 2008. Neuropeptide Y receptor type 1 (Homo sapiens), P25929. activation, % at 3.6 µM; in the data active = activation above about 33%, passing the limit was not always enough;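 also: cells stimulated with NPY at EC10 then isoproterenol at EC100; 0% = low agonist plus stimulus and 100% = saturating agonist plus stimulus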
# S1P4 antagonist = S1P4 receptor antagonists, primary screen, cell-based | Sphingosine 1-phosphate receptor 4 (Homo sapiens), O95977 | S1P4-expressing cells, antagonist mode, reporter read-out | inhibition, % at 4.98 µM | actives 0.26% (n = 220,000); in the data active = inhibition above about 29%;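 also: 0% = wells stimulated with agonist and 100% = vehicle wells without agonist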
# * = called active by the depositor; / = not tested or not shown. Not all compounds are listed; the hit share may differ from the screen's.
# Fields: S1P4 agonist, RBBP9 inhibitor, Runt-CBFb FRET, NPY Y1 blocker, Ba/F3 V617F tox, NPY2 pot ag, BaF3 tox, NPY1 pot ag, S1P4 antagonist
Fc1ccc(CCNCc2ccccc2Cl)cc1
→ 0.2, 8, 3, 0, -1, -3, 3, -9, -9
COc1ccc(-n2c(=O)[nH]c3ccccc3c2=O)cc1
→ -2.1, -2, 2, -1, -3, -1, 1, 1, 0
CCOC(=O)c1c(C)n(Cc2ccccc2)c2ccc(OCC(O)Cn3nc(C)nc3C)cc12 (stereo unspecified)
→ 8.5, -2, 3, -3, 2, 8, 5, -4, -22
O=C(c1cc2c(s1)CCCC2)N1CCC2(CC1)OCCO2
→ 1.2, 1, 0, -4, -1, 6, 1, 2, -28
CCOC(=O)C(NC(=O)CCl)(Nc1ccc(C(O)(C(=O)OCC)C(F)(F)F)cc1)C(F)(F)F (stereo unspecified)
→ 0.0, -1, 1, 5, 0, 5, 10, 6, -30
COc1cccc(CN2CCCC(C(=O)c3ccccc3SC)C2)c1O (stereo unspecified)
→ -1.9, 4, 13, /, 1, -21, 1, -14, 13
O=C1CC(c2ccccc2)CN1 (stereo unspecified)
→ 1.0, -8, 1, /, -4, -1, -3, 11, -5
CCOCCc1c(O)[nH]c(=S)[nH]c1=O
→ 1.1, -2, /, 6, 3, -20, 7, 5, -5
O=[N+]([O-])c1ccc(N2CCNCC2)cc1NC1CC1
→ -1.6, 1, -3, -5, -3, -8, -1, -1, -22
CCCCP(=O)(O)c1ccccc1
→ -4.1, -12, -2, -2, 5, -9, 4, -18, 22
FC(F)(F)C1=NC(C(F)(F)F)=NP(N2CCOCC2)(N2CCOCC2)=N1
→ 0.1, -6, -1, -2, -3, 3, 0, 17, -11
O=C(COC(=O)Cc1ccccc1)Nc1cccnc1Cl
→ 0.4, -8, 1, -3, -1, -5, 7, 0, -17
CN1CCC(OC(=O)Cc2ccccc2)CC1
→ 2.1, 0, -1, 4, 2, 2, 7, 18, -5
Cc1c(C(=O)N2CCC3(CC2)OCCO3)oc2ccc(S(=O)(=O)N3CCCCC3)cc12
→ 1.8, -5, -2, 1, 3, 0, 7, -37, 13
Cc1ncc([N+](=O)[O-])n1CCOC(N)=O
→ 0.8, 1, 0, /, 0, -11, 4, -7, 3
Cc1cc(/C=C2\C(=O)NC(=O)N(c3cccc(Br)c3)C2=O)c(C)n1C
→ 0.2, -8, -32, 5, -3, 4, 3, 13, -2
CN(C)c1ccc(NC(=O)CN2C(=O)CN=C(c3ccccc3)c3ccccc32)cc1
→ 1.1, -9, 41, 0, -2, 6, 1, 22, -13
O=C(Cn1c(=S)[nH]c2ccccc2c1=O)N1CCC2(CC1)OCCO2
→ -0.7, -3, -1, 2, 0, -27, 6, -19, -10
Cc1cc(OC(=O)c2ccco2)c2c3c(c(=O)oc2c1)CCCC3
→ 1.6, 0, 2, 3, -3, 16, 11, 6, -9
COc1nc2ccccc2c(=O)n1-c1ccc(C)cc1
→ 1.1, -7, -2, 0, 2, 1, 3, -15, -22

# An excerpt of these results, in CSV form.
mol,S1P4 agonist,RBBP9 inhibitor,Runt-CBFb FRET,NPY Y1 blocker,Ba/F3 V617F tox,NPY2 pot ag,BaF3 tox,NPY1 pot ag,S1P4 antagonist
O=C(c1cc2c(s1)CCCC2)N1CCC2(CC1)OCCO2,1.2,1,0,-4,-1,6,1,2,-28
CCOC(=O)C(NC(=O)CCl)(Nc1ccc(C(O)(C(=O)OCC)C(F)(F)F)cc1)C(F)(F)F (stereo unspecified),0.0,-1,1,5,0,5,10,6,-30
COc1cccc(CN2CCCC(C(=O)c3ccccc3SC)C2)c1O (stereo unspecified),-1.9,4,13,/,1,-21,1,-14,13
O=C1CC(c2ccccc2)CN1 (stereo unspecified),1.0,-8,1,/,-4,-1,-3,11,-5
CCOCCc1c(O)[nH]c(=S)[nH]c1=O,1.1,-2,/,6,3,-20,7,5,-5
O=[N+]([O-])c1ccc(N2CCNCC2)cc1NC1CC1,-1.6,1,-3,-5,-3,-8,-1,-1,-22
CCCCP(=O)(O)c1ccccc1,-4.1,-12,-2,-2,5,-9,4,-18,22
FC(F)(F)C1=NC(C(F)(F)F)=NP(N2CCOCC2)(N2CCOCC2)=N1,0.1,-6,-1,-2,-3,3,0,17,-11
O=C(COC(=O)Cc1ccccc1)Nc1cccnc1Cl,0.4,-8,1,-3,-1,-5,7,0,-17
CN1CCC(OC(=O)Cc2ccccc2)CC1,2.1,0,-1,4,2,2,7,18,-5
Cc1c(C(=O)N2CCC3(CC2)OCCO3)oc2ccc(S(=O)(=O)N3CCCCC3)cc12,1.8,-5,-2,1,3,0,7,-37,13
Cc1ncc([N+](=O)[O-])n1CCOC(N)=O,0.8,1,0,/,0,-11,4,-7,3
Cc1cc(/C=C2\C(=O)NC(=O)N(c3cccc(Br)c3)C2=O)c(C)n1C,0.2,-8,-32,5,-3,4,3,13,-2
CN(C)c1ccc(NC(=O)CN2C(=O)CN=C(c3ccccc3)c3ccccc32)cc1,1.1,-9,41,0,-2,6,1,22,-13

# (listing goes on)
# Fields: S1P4 agonist, RBBP9 inhibitor, Runt-CBFb FRET, NPY Y1 blocker, Ba/F3 V617F tox, NPY2 pot ag, BaF3 tox, NPY1 pot ag, S1P4 antagonist
CCP(=S)(CC)c1ccc(N(C)C)cc1
→ 0.9, -9, 0, 3, 0, -1, 11, 10, -20
O=C(c1ccc2c3c(cccc13)CC2)C1CCCN(Cc2ncc[nH]2)C1 (stereo unspecified)
→ 0.7, -4, 1, 3, -3, -14, 3, -10, -5
CC12CC[C@H]3[C@@H](CCC4(O)C[C@H](O)CCC34/C=N/NC(=O)Cc3ccccc3)C1(O)CCC2C1=CC(=O)OC1 (stereo partly specified)
→ 0.2, 5, 1, /, -4, -52, -2, -18, -5
O=C(CSC1c2ccccc2-c2ccccc21)N/N=C/c1ccc(C(=O)O)cc1
→ 0.8, -9, -1, -1, -4, 2, 1, 9, -16
C=CCn1c(O)c(/C=N/NC(=O)CCCC)c(=O)[nH]c1=S
→ 0.1, -14, /, 1, 4, 3, -1, 3, 4
S=C1Nc2ccccc2Sc2ccccc21
→ -0.5, -10, 5, -3, 1, -5, 9, -1, -8
O=C(CCn1nc(-c2ccc(Cl)cc2)ccc1=O)N1CCC2(CC1)OCCO2
→ 0.5, 0, 0, 3, 1, 5, 12, -3, 10
COc1ccc(-n2c(O)c(/C=C/C=Nc3ccccc3)c(=O)[nH]c2=O)cc1
→ 0.6, -8, 15, 2, 1, -6, 6, -14, -15
CCN1C(=O)C(=C/C=C/c2ccco2)C(=O)N(CC)C1=S
→ 0.2, -33, 8, 6, -3, 7, 3, -4, -3

# Assay outcomes deposited in PubChem BioAssay by several laboratories.
